# TbPYK inhibitor: T. brucei pyruvate kinase inhibition | Q57TT1 | TbPYK enzyme, Kinase-Glo Plus ATP luminescence, 45 min | Potency, µM (top dose mostly 76.8 µM), for the others: at the top dose activity, negative = inhibition, actives largely listed as inhibitors | hit rate 0.12% among 410,000 | AID 624173; active means well fitted inhibition curve with a large enough effect; further: nearly all actives have a fitted effect of over 50% in size
#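 Enzyme and substrate buffer are dispensed first and compound is pin-transferred. ADP at 130 uM final then starts the reaction, which runs 45 min at room temperature. Detection reagent is added for 10 min before luminescence is imaged.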
# Starred values were filed as active, the others as inactive; [ ] = remark or other dose. On the % scale 0 is the no-effect control and ±100 the full control effect; potency means the concentration at half of the fitted maximal effect. This is a subset; the hit share may differ from the screen's.
SMILES,TbPYK inhibitor
CCOC(=O)COc1ccc(CC)cc1C(=O)c1ccn2nc(-c3ccccc3)cc2n1,-2%
CCCCN(CCCNC(=O)c1cc(Nc2ccc(OC)cc2)nc2ccccc12)Cc1ccccc1,1%
C[C@]12CC[C@H](O)CC1=CCC1C2CC[C@@]2(C)C1CC[C@@H]2NCc1ccccc1 (stereo partly specified),3%
CCc1ccc(-n2c(=O)c3c4c(sc3n(Cc3cc(=O)n5c(C)cccc5n3)c2=O)CCC4)cc1,1%
C[C@@H]1CN([C@@H](C)CO)C(=O)CCCn2nncc2CO[C@H]1CN(C)Cc1cccnc1,2%
CCOc1ccc(NC(=O)Cn2c(=O)n(Cc3ccccc3)c(=O)c3sc4ccccc4c32)cc1,-3%
COc1ccccc1Oc1nc2c(C)cccn2c(=O)c1/C=C(\C#N)c1nc2ccccc2[nH]1,2%
CCc1ccc(-c2cc(C)no2)cc1S(=O)(=O)Nc1ccc(Cl)cc1,-3%[15.4 µM]
Cc1cccc(C)c1-n1nnnc1C(c1ccnc2ccccc12)N1CCN(c2ccccc2F)CC1 (stereo unspecified),-6%
CC(=O)c1ccc(NS(=O)(=O)c2cccc3cccnc23)cc1,2%
Cc1cccc(N2CCN(C(=O)C3CCN(S(=O)(=O)c4cccs4)CC3)CC2)c1C,0%
CCc1nc2ccc(C(=O)NCCc3c[nH]c4ccccc34)cn2c1N(C)Cc1ccc(N(C)C)cc1,7%
CCC(C(=O)N1CCN(c2cc(Cl)ccc2C)CC1)n1nc(C)n2c(cc3occc32)c1=O (stereo unspecified),-5%
Cc1ccc2c(=O)cc(C(=O)Nc3c(C(=O)c4ccccc4)oc4ccccc34)oc2c1,2%
C[C@@H]1CN([C@H](C)CO)C(=O)CCCn2nncc2CO[C@H]1CN(C)CC1CC1,2%
O=C(NC1CCCC1)c1ccc2c(c1)N(Cc1c(F)cccc1Cl)C(=O)c1ccccc1S2,-1%
COc1ccc(C2c3cccn3CCN2S(=O)(=O)c2ccccc2[N+](=O)[O-])cc1OC (stereo unspecified),1%
Cn1cccc1CN1CCC[C@]2(N[C@H](c3ccccc3)[C@@H]3C(=O)N(Cc4ccccc4)C(=O)[C@@H]32)C1=O,6%
N#Cc1cccc(NC(=O)N2CCC3(CC2)CCN(C(=O)c2ccco2)CC3)c1,8%
CCc1ccc(Cn2c(CNS(=O)(=O)c3ccc(C)c(C)c3)nc3cccnc32)cc1,-1%
Cc1ccc(OC(=O)N(C)C[C@H]2OCc3cnnn3CCCC(=O)N([C@H](C)CO)C[C@@H]2C)cc1,1%
CCC(C)NC(=O)Cn1ncc2c(C)n(Cc3ccc(F)cc3)c(C)c2c1=O (stereo unspecified),-3%
COc1ccccc1CNC(=O)c1oc2ccc3c(c2c1C)C(=O)CC(C)(C)O3,-2%
CCOc1ccc(CCNC(=O)Cn2nc(CC)n3c(cc4sccc43)c2=O)cc1,-3%
COc1cccc(CNC(=O)Cn2c(C)c3cnn(-c4ccccc4)c(=O)c3c2C)c1,-4%

# Continuation:
SMILES,TbPYK inhibitor
Cc1coc2c(C)c3oc(=O)c(CC(=O)N4CCCCC4)c(C)c3cc12,-4%
CCc1ccc(Oc2nc3c(C)cccn3c(=O)c2/C=C(\C#N)c2nc3ccccc3[nH]2)cc1,10%
CCOC(=O)c1c(C)[nH]c(C)c1S(=O)(=O)N1CCC(C(=O)NCc2ccc(N(C)C)cc2)CC1,-10%
O=C(COCc1cc(-c2ccc3c(c2)OCO3)on1)Nc1cccc(O)c1,-4%
CC(C)(C)Cc1c(-c2ccco2)nc2ccc(Cl)cn12,4%
Cc1ccc(CNC(=O)C2CCN(Cc3nc(-c4ccccc4C)oc3C)CC2)cc1,2%
CCCCN(CCCC)CCNC(=O)Cn1nc(C)n2c(cc3sccc32)c1=O,-1%
COc1ccc(-c2cc(C(C)=O)c(C)n2CCC(=O)Nc2ccc(C(F)(F)F)cc2)cc1,0%[15.4 µM]
COc1cccc(N2CCN(C(=O)c3cnn(-c4ccccc4Cl)c3C3CCN(C(=O)OC(C)(C)C)CC3)CC2)c1,-1%
COc1cc(OC)c(NC(=O)c2cnc(N3CCCC3)nc2C)cc1Cl,3%
CCOc1ccc(CC(=O)NC2CC(=O)N(c3cccc(F)c3)C2)cc1 (stereo unspecified),-2%
CC1CCCN(S(=O)(=O)c2ccc(NC(=O)c3nc(SC(C)C)ncc3Cl)cc2)C1 (stereo unspecified),-11%
CCCCc1nc2ccccc2n1CC(=O)N(COCC)c1c(C)cccc1CC,13%
CCc1ccccc1N(C)C(=O)c1cnc(N2CCOCC2)c2ccccc12,-2%
COc1ccc(-c2nc3scc(CCNS(=O)(=O)c4c(C)noc4C)n3n2)cc1OC,4%
Cc1ccc(Cn2c(CN3CCC(C(=O)NCCc4ccccc4)CC3)cc3ccccc32)cc1,-4%
COc1ccccc1-c1nc(SCC(=O)c2ccccc2)n[nH]1,1%
Cc1nc(-c2ccc(C)c(S(=O)(=O)N3CCC(C(=O)Nc4ccc(Cl)cc4)CC3)c2)no1,6%
Cn1c2c(c(=O)n(C)c1=O)CS(=O)c1ccccc1N2 (stereo unspecified),0%
COc1ccc(N(Cc2cccs2)C(=O)c2ccc(OC)c(Cl)c2)cc1,3%
CCN(CC)C(=O)C1=C(C)N(Cc2ccc(C(C)(C)C)cc2)C(=O)C(CC(=O)NC2CCCCC2)C1 (stereo unspecified),-1%
CCOc1ccc(-c2cc3nc(C4CCN(C(=O)OC(C)(C)C)CC4)c(C(=O)Nc4ccc(C)cc4Cl)cn3n2)cc1,1%
COC(=O)[C@@]1(Cc2ccc(F)cc2)[C@H]2c3cc(C(=O)N(C)C)n(Cc4ccc(C)o4)c3C[C@H]2CN1C(=O)c1ccccc1,-1%
CCc1ccccc1NC(=O)Cc1c(C(=O)O)[nH]c2ccc(Cl)cc12,3%
CCN(c1ccc(OC)cc1)S(=O)(=O)c1ccc2[nH]c3c(c2c1)CCCCC3,-2%

# (continued)
SMILES,TbPYK inhibitor
CCN(CC)S(=O)(=O)c1ccc2c(c1)N(CC(=O)Nc1ccc(Cl)cc1)C(=O)C1CCCN21 (stereo unspecified),-10%
O=C(Nc1cccc(F)c1)N1CCCC2(CCN(S(=O)(=O)c3ccccc3)CC2)C1,2%
O=C(NCc1ccccc1)/C(=C\c1cccc([N+](=O)[O-])c1)NC(=O)c1ccco1,-2%
COc1ccc(-c2csc(C(O)c3ccc(OC)cc3)n2)cc1 (stereo unspecified),-6%
CCCOc1ccc(Nc2cc(C)nc(C)n2)cc1,0%
COC(=O)[C@H]1C[C@@]2(O)CN(S(=O)(=O)c3ccc(C)cc3)C[C@@]2(OC(=O)NC2CC2)C[C@H]1C(=O)OC,-4%
COc1ccccc1CNC(=O)Nc1nc(C(N)Cc2ccc(Cl)cc2)cs1 (stereo unspecified),-7%
CC1(C(=O)Nc2ccc3c(c2)OCO3)CCN1C(=O)C1(c2ccc(Cl)cc2)CC1 (stereo unspecified),1%
COc1ccc(NC(=O)c2cc(-c3cc(Cl)ccc3C)n[nH]2)cn1,7%
Cc1cccc(N2CCN(C(c3ccc(F)cc3)c3nnc(-c4ccccc4)o3)CC2)c1C (stereo unspecified),0%
COc1ccc(OC)c(CCNC(=O)CCn2c(=O)c3cccn3c3cccnc32)c1,-1%
COC(=O)N1CCC2(CCN(Cc3ccc(C#N)cc3)CC2)CC1,-1%
Cc1ccc(C)c(N2CCN(c3nc4ccc(Cl)cc4n4cnnc34)CC2)c1,4%
O=C(Nc1ccc(OCc2cc(=O)n3c4c(sc3n2)CCCC4)cc1)c1ccc(F)cc1,3%
CC(C)Oc1cccc(NC(=O)C2(C)CCCN(C)C2)c1 (stereo unspecified),3%
COc1ccc(C2=Nn3c(nnc3-c3ccccc3F)SC2)cc1OC1CCOC1 (stereo unspecified),-3%
c1cnc(N2CC3(CCNCC3)C2)nc1,6%
Cc1nc2c(c(C)nn2C(C)(C)C)c(C)c1CCC(=O)Nc1ccc(Br)cc1Br,0%
O=c1c(-c2cc(-c3ccc(F)cc3)nc3c2COc2ccc(Cl)cc2-3)coc2ccc(F)cc12,0%
COc1ccc(-c2cc(C(=O)Nc3cccc(O)c3)on2)cc1OC,10%
CC1(C(=O)NS(=O)(=O)c2cccc(C#N)c2)CCN1C(=O)c1ccco1 (stereo unspecified),8%
CCc1ccc(-c2ccc3nnc(SCC(=O)Nc4cccc(C(C)=O)c4)n3n2)cc1,-8%
CCOc1ccccc1NC(=O)Cn1c(=O)oc2cc(S(=O)(=O)NCc3ccccc3)ccc21,0%[15.4 µM]
CCOc1ccc2oc(=O)cc(CN3CCN(Cc4ccc(F)cc4)CC3)c2c1,5%
Cc1ccc(C(=O)COC(=O)CCC(=O)Nc2ccc(Oc3cc(C)ccc3C(C)C)cc2)cc1,0%

# Grouped by structure, the entries above with an aryl methoxy group.
SMILES,TbPYK inhibitor
CCCCN(CCCNC(=O)c1cc(Nc2ccc(OC)cc2)nc2ccccc12)Cc1ccccc1,1%
COc1ccccc1Oc1nc2c(C)cccn2c(=O)c1/C=C(\C#N)c1nc2ccccc2[nH]1,2%
COc1ccc(C2c3cccn3CCN2S(=O)(=O)c2ccccc2[N+](=O)[O-])cc1OC (stereo unspecified),1%
COc1ccccc1CNC(=O)c1oc2ccc3c(c2c1C)C(=O)CC(C)(C)O3,-2%
COc1cccc(CNC(=O)Cn2c(C)c3cnn(-c4ccccc4)c(=O)c3c2C)c1,-4%
COc1ccc(-c2cc(C(C)=O)c(C)n2CCC(=O)Nc2ccc(C(F)(F)F)cc2)cc1,0%[15.4 µM]
COc1cccc(N2CCN(C(=O)c3cnn(-c4ccccc4Cl)c3C3CCN(C(=O)OC(C)(C)C)CC3)CC2)c1,-1%
COc1cc(OC)c(NC(=O)c2cnc(N3CCCC3)nc2C)cc1Cl,3%
COc1ccc(-c2nc3scc(CCNS(=O)(=O)c4c(C)noc4C)n3n2)cc1OC,4%
COc1ccccc1-c1nc(SCC(=O)c2ccccc2)n[nH]1,1%
COc1ccc(N(Cc2cccs2)C(=O)c2ccc(OC)c(Cl)c2)cc1,3%
CCN(c1ccc(OC)cc1)S(=O)(=O)c1ccc2[nH]c3c(c2c1)CCCCC3,-2%
COc1ccc(-c2csc(C(O)c3ccc(OC)cc3)n2)cc1 (stereo unspecified),-6%
COc1ccccc1CNC(=O)Nc1nc(C(N)Cc2ccc(Cl)cc2)cs1 (stereo unspecified),-7%
COc1ccc(NC(=O)c2cc(-c3cc(Cl)ccc3C)n[nH]2)cn1,7%
COc1ccc(OC)c(CCNC(=O)CCn2c(=O)c3cccn3c3cccnc32)c1,-1%
COc1ccc(C2=Nn3c(nnc3-c3ccccc3F)SC2)cc1OC1CCOC1 (stereo unspecified),-3%
COc1ccc(-c2cc(C(=O)Nc3cccc(O)c3)on2)cc1OC,10%

# New compounds follow
SMILES,TbPYK inhibitor
O=C(O)c1ccc(CN2C[C@@H](CO)O[C@@H](n3cnc4c(NCc5ccc(F)cc5)ncnc43)C2)cc1,4%
COc1cccc(-c2cc(N3CCN(C(=O)c4ccoc4)CC3)n3nc(-c4cccc(Cl)c4)cc3n2)c1,1%
Cc1ccccc1CCNC(=O)c1cc2cc(S(=O)(=O)N3CCCCC3)ccc2n1C,2%
COCCNC(=O)c1ccc(N2CC3CC(C2)c2cccc(=O)n2C3)c(NC(=O)c2ccc(C(C)(C)C)cc2)c1 (stereo unspecified),6%
Cn1c(=O)n(C)c2cc(CNCc3ccc(F)cc3)ccc21,-6%
O=C(Nc1nnc([C@@H]2C[C@H](O)[C@@H](CO)O2)s1)NC(c1ccccc1)c1ccccc1,1%
O=C(CSc1nccn1-c1ccc(Cl)cc1)Nc1ccc(Cl)c(Cl)c1,-1%
Cc1cccc(C)c1OCc1cc(=O)n2ccsc2n1,-6%
COC(=O)c1ccc(NC(=O)C(=O)NCCc2sc(-c3cccc(F)c3)nc2C)cc1,-4%
COc1ccc(NC(=O)c2nc(SCc3ccc(F)cc3)ncc2Cl)cc1,1%
COc1ccc(-c2ccc(C(=O)NCC(C)C)c3occc23)c(C)c1,7%
N#CC1C(=O)NC(=O)C(C#N)C12CCCC2 (stereo unspecified),-3%
Cn1nc(-c2ccc(C(=O)Nc3ccc(OC(F)(F)F)cc3)cc2)c2ccccc2c1=O,3%
CCCCNC(=O)C1(C)CCN1C(=O)c1ccccc1Br (stereo unspecified),-5%
CC1=CC2OC3CC4OC(=O)C=CC=CC(C(C)O)OCC(O)C(C)CC(=O)OCC2(CC1O)C4(C)C31CO1 (stereo unspecified),-6%
C=CCN1CCN(c2ccncc2S(=O)(=O)N2CCN(C)CC2)CC1,-5%
O=c1[nH]c(SCCc2ccccc2)nc2c1CCC2,1%
CC1Cc2cc(S(=O)(=O)NCc3ccc(Cl)cc3)ccc2N1C(=O)C1CCC1 (stereo unspecified),-14%
Cc1ccc2[nH]c(C(=O)Nc3ccccc3)cc2c1,7%
O=C1c2[nH]nc(-c3ccccc3O)c2C(c2cccc(OCc3ccccc3)c2)N1CCO (stereo unspecified),0%
COC(=O)c1cc2sc(Cl)cc2n1Cc1cc(C)ccc1C,-4%
C=Cc1ccc(CC2(C)C(=O)Nc3c(Cl)cccc32)cc1 (stereo unspecified),0%
Cc1cc(C)n(-c2nc(C)c(C)c(=O)n2CC(=O)Nc2ccc(OC(F)(F)F)cc2)n1,0%
COc1cccc(NC(=O)C2(C)CCCN2C(=O)C(C)C)c1OC (stereo unspecified),-5%
Cc1ccc(NC(=O)c2cc(S(=O)(=O)N3CCCCCC3)ccc2F)cc1F,-3%
O=C(Nc1ccc2c(c1)OCO2)c1cc(C2CCCCN2C(=O)c2ccccc2)on1 (stereo unspecified),0%
COc1cc(CN2C[C@@H](CO)O[C@@H](n3cnc4c(N(C)C)ncnc43)C2)cc(OC)c1OC,-12%
OC[C@@H]1CN(Cc2cccs2)C[C@H](n2cnc3c(N4CCN(c5ccccc5)CC4)ncnc32)O1,-3%
N#Cc1c[nH]n2c(NC3CCCCC3)c(-c3cccc(Cl)c3)nc12,-8%

# Screening results deposited in PubChem BioAssay by National Center for Advancing Translational Sciences (NCATS).
